Assay outcomes as filed in PubChem BioAssay.
DRD3 antagonist – blocks the human D3 dopamine receptor; P35462; D3R cells, DiscoveRx beta-arrestin luminescence, antagonist mode; hits give low values; max response, negative = inhibition, %; hit rate 2.5% among 360,000; AID 652054; in the data active means max response below about -50%; inconclusive means no clear call, values can overlap the other calls; further: on the % scale 0 is the no-effect control and ±100 the full control effect; mostly tested at two doses, the higher about 12 µM
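Cells expressing the human receptor were seeded at 1500 cells/well, incubated overnight at 37 degrees C in 5% CO2, then exposed to library compounds with dopamine controls for 90 minutes at 37 degrees C before luminescent detection.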
KB-V1 MDR tox – KB-V1 MDR subline cytotoxicity; KB-V1 MDR cells viability, CellTiter-Glo, 72 h; Potency, µM (doses to about 46.1 µM), inactives show at the highest dose activity change, negative = cytotoxicity, hits mostly cytotoxic; hit rate 3.4% among 400,000; AID 1347076; further: potency means the concentration at half of the fitted maximal effect; on the % scale 0 is the no-effect control and ±100 the full control effect; nearly all actives have a fitted effect of over 60% in size
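In this primary screen, KB-V1 cells overexpressing P-gp are incubated with library compounds (lowest to highest concentration) for 72 h at 37 degrees C before a luminescent ATP viability read.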
GLP1R cytotox – cytotoxicity counter-screen for GLP-1 receptor inverse agonists. HEK293 cAMP-luciferase reporter cells, luminescence, 24 h. Potency, µM (doses to about 38.3 µM), inactives show top-dose activity change, negative = inhibition, actives largely listed as inhibitors. hit rate 0.13% among 410,000;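 further: loss of luciferase light is scored as toxicity; potency means the concentration at half of the fitted maximal effect; on the % scale 0 is the no-effect control and ±100 the full control effect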
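Here, cytotoxicity is scored as loss of luminescence. The MLSMR collection was tested on cells seeded in medium containing 10% Nu serum, with a 24 hr compound exposure preceded by 12 hours of culture.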
GLP1R inv ag – GLP-1 receptor (human) inverse agonism | P43220 | HEK293 GLP-1R CRE-luciferase, luminescence, 24 h; GLP-1R form is constitutively active | Potency, µM (titrated, usually from 38.3 µM), for inactives: at the highest dose activity change, negative = inhibition, hits mostly inhibitors | hit rate 1.6% among 410,000 | AID 624417; further: potency means the concentration at half of the fitted maximal effect; on the % scale 0 is the no-effect control and ±100 the full control effect; nearly all actives have a fitted effect of over 55% in size
Target sequence (P43220 whole entry, looked up): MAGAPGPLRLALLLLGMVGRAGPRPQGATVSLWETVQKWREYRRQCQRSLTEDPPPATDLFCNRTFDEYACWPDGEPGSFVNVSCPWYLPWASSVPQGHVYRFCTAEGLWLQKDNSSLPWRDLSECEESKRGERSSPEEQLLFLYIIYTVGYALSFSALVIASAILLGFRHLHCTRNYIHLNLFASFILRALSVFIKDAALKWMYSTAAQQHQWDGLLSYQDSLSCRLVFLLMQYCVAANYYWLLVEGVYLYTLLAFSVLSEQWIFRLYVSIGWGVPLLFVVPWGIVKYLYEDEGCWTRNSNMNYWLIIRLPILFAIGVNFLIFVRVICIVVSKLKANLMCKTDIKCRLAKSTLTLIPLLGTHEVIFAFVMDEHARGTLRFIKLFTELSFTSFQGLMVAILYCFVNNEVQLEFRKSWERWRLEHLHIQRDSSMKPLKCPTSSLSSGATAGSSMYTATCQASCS
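GLP-1R inverse agonism mode: basal reporter luminescence in engineered HEK293 cells measured after one day of compound exposure at 37 deg C, with a 12 min room-temperature detection step.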
TDP-43 yeast inh – rescues yeast growth from TDP-43 toxicity; hit rate 1.8% among 410,000; TDP-43 expressing yeast growth rescue, BacTiter-Glo, 24 h; Potency, µM (titrated, usually from 46.1 µM), for inactives: top-dose growth rescue (activation), usual class: activators; further: potency means the concentration at half of the fitted maximal effect; % of control where 0% means no effect; nearly all actives have a fitted effect of over 50% in size
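In this qHTS, compounds that restore growth of yeast expressing TDP-43 appear as activators. Cells (OD600=0.02, galactose medium, raffinose-pregrown) are incubated with compound 24 hr at 30 deg C and growth is quantified by BacTiter-Glo.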
PTHR1 agonist – agonists of human PTHR1 parathyroid hormone receptor; Potency, µM (top dose mostly 115 µM), for inactives: top-dose activation, actives largely listed as activators; HEK293 GP2 PTHR1 cells, GloSensor cAMP luminescence, 1 h; AID 743266; hit rate 0.075% among 410,000; further: potency means the concentration at half of the fitted maximal effect; nearly all actives have a fitted effect of over 55% in size; some results filed as inactive show a strong effect at the top dose; inactives centre near -15; many of its hits are not listed in these tables
Target sequence (Q03431 whole entry, looked up): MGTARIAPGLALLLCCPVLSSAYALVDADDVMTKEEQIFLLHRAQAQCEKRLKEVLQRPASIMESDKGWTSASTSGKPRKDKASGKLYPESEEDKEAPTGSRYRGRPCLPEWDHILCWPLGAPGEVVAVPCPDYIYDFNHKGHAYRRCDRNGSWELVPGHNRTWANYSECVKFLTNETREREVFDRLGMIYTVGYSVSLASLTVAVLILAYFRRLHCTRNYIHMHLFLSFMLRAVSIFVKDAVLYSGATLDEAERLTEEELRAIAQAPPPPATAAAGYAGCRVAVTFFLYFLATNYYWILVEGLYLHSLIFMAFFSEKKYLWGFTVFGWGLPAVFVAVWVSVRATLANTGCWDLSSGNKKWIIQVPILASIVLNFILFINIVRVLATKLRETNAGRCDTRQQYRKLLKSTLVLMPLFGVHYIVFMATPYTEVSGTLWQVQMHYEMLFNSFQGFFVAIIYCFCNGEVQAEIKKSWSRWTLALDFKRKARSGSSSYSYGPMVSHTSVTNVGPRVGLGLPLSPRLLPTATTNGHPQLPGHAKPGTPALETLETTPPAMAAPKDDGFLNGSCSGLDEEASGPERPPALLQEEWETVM
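HEK-293-derived GP2 cells expressing PTHR1 and a GloSensor cAMP reporter, 3,000/well, plated overnight, given luciferin plus IBMX (each 0.5 mM as added) for 1 h at 37 °C, then compound for 1 h at 37 °C. Luminescence was read after 15 min at room temperature.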
aSyn rescue – rescues yeast growth from alpha-synuclein toxicity; Yeast expressing alpha-synuclein, growth rescue, BacTiter-Glo, 24 h; Potency, µM (series often up to 46.1 µM), for inactives: at the highest dose growth rescue (activation), hits mostly activators; hit rate 0.14% among 370,000; AID 652106; further: potency means the concentration at half of the fitted maximal effect; % of control where 0% means no effect; nearly all actives have a fitted effect of over 65% in size
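Screening used galactose-induced yeast with toxic alpha-synuclein levels, exposed to compound for 24 hr at 30 deg C. Cell growth, read with BacTiter-Glo luminescence, gave the measured signal.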
GLP1R ag – activates the human GLP-1 receptor; HEK293 GLP-1R CRE-luciferase, luminescence, 4-6 h; cells express a hypersensitive GLP-1R form; Potency, µM (doses to about 45.6 µM), inactives show top-dose activation, usual class: activators; hit rate 0.007% among 380,000; AID 624172; further: potency means the concentration at half of the fitted maximal effect; % of control where 0% means no effect
DRD3 agonist – agonists of human D3 dopamine receptor; P35462; D3R DiscoveRx beta-arrestin cells, luminescence, 90 min; max activation, %; hit rate 0.58% among 410,000; AID 652048; in the data active means max activation above about 30%; further: 0% is about no effect; mostly tested at two doses, the higher about 12 µM
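Agonist mode: compounds and dopamine controls were applied to plated cells for 90 min at 37 degrees C after an overnight attachment at 1500 cells/well. Luminescent read-out followed 30 - 60 minutes at room temperature with DiscoveRx detection reagent.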
Starred values were filed as active, the others as inactive; i = inactive; ? = inconclusive; / = no result given; & = joins results of further samples; [ ] = dose if it differs, or a comment. Unless noted, the call rests on the fitted dose curve; in most records, active means well fitted curve in the direction sought with a large enough effect; inconclusive means small, poorly fitted or top-dose-only effect, or another doubt; inactive means no such curve, though single readings can be large; an effect the other way counts as inactive or inconclusive.

SMILES	DRD3 antagonist	KB-V1 MDR tox	GLP1R cytotox	GLP1R inv ag	TDP-43 yeast inh	PTHR1 agonist	aSyn rescue	GLP1R ag	DRD3 agonist
NC1=NC(=Nc2ccc(Br)cc2)c2ccccc21	-6.1	-23.1%	-33.0%	-11.3%	29.7%	-16.2%	1.3%	16.0%	1.7
CCN(CC)S(=O)(=O)c1ccc(N2CCOCC2)c(NC(=O)c2ccco2)c1	7.7	-20.5%	8.0%	16.8%	0.2%	i	1.7%	13.1%	-2.9
CN1C2CCC1CC(NC(=O)CSc1ccc(Cl)cc1)C2 (stereo not drawn)	0.4	13.9%	6.7%	?	3.2%	-19.0%	-3.2%	1.8%	-1.3
O=C(CSc1ccc2ccccc2c1)N1CCN(c2ccc(O)cc2)CC1	-1.3	19.7%	-5.4%	?	?	-7.2%	12.8%	11.7%	2.5
Oc1c(Br)cc(Cl)cc1C=Nc1ccc(N2CCOCC2)cc1	1.8	-21.8%	-8.5%	12.7%	-1.1%	-22.7%	6.5%	2.7%	0.9
CN(C)C(=O)c1ccc(NC(=O)COC(=O)Cn2cc(C(F)(F)F)ccc2=O)cc1	7.8	0.0%	2.6%	10.8%	8.7%	-34.0%[inhibitor]	-3.7%	1.6%	1.8
Cc1ccc(C)c(NC(=O)CCCCCCCCCCC2COCCO2)c1 (stereo not drawn)	14.6	0.2%	1.4%	10.6%	-2.3%	i	13.8%	3.5%	2.5
COc1cc(C2CC(=O)N3CN(Cc4ccccc4)CSC3=C2C#N)ccc1OCc1ccccc1 (stereo not drawn)	-16.8	-8.0%	-4.6%	?	?	-33.3%	0.3%	-0.1%	-2.4
COc1ccc(C(=O)NCC(c2ccc(Cl)cc2)N2CCCCC2)cc1 (stereo not drawn)	/	15.8%	0.8%	?	13.4%	i	/	/	-16.9
O=C(O)c1ccc(Nc2nc3ccccc3c3nncn23)cc1	/	0.8%	0.2%	1.2%	12.0%	7.1%	/	/	5.9
O=C1N/C(=N/N=C/c2ccco2)SC1Cc1ccccc1 (stereo not drawn)	7.8	23.1%	-8.4%	-0.8%	12.2%	-0.8%	11.9%	8.4%	0.9
O=C(CCCc1ccccc1)Nc1ccccc1[N+](=O)[O-]	24.9	-14.4%	-2.7%	?	11.2µM*	-7.7%	23.2%	9.8%	-1.4
Cc1nc(C(F)(F)F)ccc1C(=O)N1CCCC(C)(C(=O)O)C1 (stereo not drawn)	0.0	3.9%	5.3%	11.3%	7.5%	-12.7%	-3.2%	0.0%	-15.7
Cc1nc(NC(=O)/C=C/c2ccccc2)sc1C(=O)N(C)C	7.5	?	20.8%	17.4%	0.0%	i	-0.5%	0.8%	1.2
COc1ccc(CCC(=O)NCc2ccccc2OC)cc1	-26.3	-21.5%	4.4%	-11.0%	0.0%	-8.1%	2.2%	-6.0%	-4.8
Cc1ccc(C)c(NC(=O)C2C3C=CC(O3)C2C(=O)O)c1 (stereo not drawn)	-8.4	-2.2%	-0.7%	9.0%	?	-6.5%	10.5%	-7.0%	1.0
NC(=O)c1cc(C(N)=O)nc(Cl)n1	13.7	-3.2%	0.2%	9.2%	13.9%	8.7%	3.1%	-3.9%	3.1
CC(=O)c1cn(CC(=O)NCC2CCCO2)c2ccccc12 (stereo not drawn)	?	2.0%	-23.6%	0.5%	-12.3%	-21.8%[57.5 µM]	-7.0%	-10.2%	-2.3
N#CC1(c2ccccc2)CCC(NCCc2ccccc2)CC1 (stereo not drawn)	-53.7*	0.0%	-27.8%	?	11.6%	i	2.2%	-6.1%	-17.9
O=S(=O)(CCS(=O)(=O)c1ccccc1)c1ccccc1	19.3	14.5%	-24.3%	-23.8%	-4.6%	-5.9%	0.6%	3.7%	1.3
COc1ccc(N2CC(C(=O)OCC(=O)c3cccc(OC)c3)CC2=O)cc1 (stereo not drawn)	0.9	25.2%	1.6%	0.5%	13.9%	-6.5%[57.5 µM]	0.5%	-10.5%	0.0
Cc1cccc(N2CCN(C(=O)c3ccc(CS(=O)Cc4ccc(Cl)cc4)o3)CC2)c1C (stereo not drawn)	16.9	22.8%	-19.5%	10µM*	6.4%	-19.7%	?	12.6%	6.8
CSc1nsc(NC(=O)OCc2ccc(Cl)cc2)n1	-3.3	-16.4%	-8.6%	?	14.4%	-56.4%[inhibitor]	-16.9%	0.6%	-4.0
CSc1sc(C(=O)NCC2CC2)cc1S(=O)(=O)C(C)C	16.4	-0.9%	3.3%	5.7%	0.0%	i	-23.8%	11.5%	-5.3
COC(=O)c1sccc1NC(=O)CN(C)NS(=O)(=O)c1ccc(F)cc1	21.0	?	0.8%	50.8%[activator]	28.2%	-12.6%[57.5 µM]	-27.5%	-0.3%	0.3
CN(C)N1C(N)=C(C#N)C(c2ccc(Br)cc2)C2=C1CC(C)(C)CC2=O (stereo not drawn)	-3.1	0.1%	2.2%	0.0%	0.8%	i	2.8%	3.5%	16.2
CCOC(=O)C(CC)Sc1ccc2nnc(-c3cccnc3)n2n1 (stereo not drawn)	1.8	?	-1.8%[7.66 µM]	21.1%[7.66 µM]	6.7%	-17.9%	-10.0%&-4.6%	1.5%	0.0
Cc1ccc(C(CC(=O)N2CCOCC2)c2ccco2)cc1 (stereo not drawn)	?	-19.9%	0.7%	13.7%	3.7%	-43.7%[inhibitor]	5.6%	0.3%	-12.9
CC(=O)c1ccc(N2CCN(C(=O)C3CCCN(c4ncnc5c4nc4n5CCCCC4)C3)CC2)cc1 (stereo not drawn)	25.8	-19.3%	?	?	11.5%	-45.3%[inhibitor]	-0.1%	4.9%	4.1
CC(=O)n1nc(-c2ccc(C)cc2)nc1NCc1ccc(F)cc1	3.2	-25.2%	5.7%	26.2%	20.8%	i	-1.2%	7.9%	4.7

Record cards, as listed above. Order of values: DRD3 antagonist	KB-V1 MDR tox	GLP1R cytotox	GLP1R inv ag	TDP-43 yeast inh	PTHR1 agonist	aSyn rescue	GLP1R ag	DRD3 agonist
`CN(C)N1C(N)=C(C#N)C(c2ccc(Br)cc2)C2=C1CC(C)(C)CC2=O` (stereo not drawn) is listed as -3.1	0.1%	2.2%	0.0%	0.8%	i	2.8%	3.5%	16.2
`Cc1ccc(C(CC(=O)N2CCOCC2)c2ccco2)cc1` (stereo not drawn) is listed as ?	-19.9%	0.7%	13.7%	3.7%	-43.7%[inhibitor]	5.6%	0.3%	-12.9
`NC(=O)c1cc(C(N)=O)nc(Cl)n1` is listed as 13.7	-3.2%	0.2%	9.2%	13.9%	8.7%	3.1%	-3.9%	3.1
`O=S(=O)(CCS(=O)(=O)c1ccccc1)c1ccccc1` is listed as 19.3	14.5%	-24.3%	-23.8%	-4.6%	-5.9%	0.6%	3.7%	1.3
`N#CC1(c2ccccc2)CCC(NCCc2ccccc2)CC1` (stereo not drawn) is listed as -53.7*	0.0%	-27.8%	?	11.6%	i	2.2%	-6.1%	-17.9

The listing picks up, repeating the 2 entries before the break.
SMILES	DRD3 antagonist	KB-V1 MDR tox	GLP1R cytotox	GLP1R inv ag	TDP-43 yeast inh	PTHR1 agonist	aSyn rescue	GLP1R ag	DRD3 agonist
CC(=O)c1ccc(N2CCN(C(=O)C3CCCN(c4ncnc5c4nc4n5CCCCC4)C3)CC2)cc1 (stereo not drawn)	25.8	-19.3%	?	?	11.5%	-45.3%[inhibitor]	-0.1%	4.9%	4.1
CC(=O)n1nc(-c2ccc(C)cc2)nc1NCc1ccc(F)cc1	3.2	-25.2%	5.7%	26.2%	20.8%	i	-1.2%	7.9%	4.7
CCOc1ccc(NC(=O)CN(C)S(=O)(=O)c2cccs2)cc1	18.4	0.5%	-15.9%	-27.0%	26.4%	-36.6%[inhibitor][57.5 µM]	0.5%	0.3%	-1.6
COc1ccccc1-n1cnnc1SC(C)C(=O)NCC1CCCO1 (stereo not drawn)	29.7	11.8%	3.7%	10.9%	10.7%	i	0.9%	-0.4%	0.9
CCOC(=O)C(=O)NN=C(c1ccccc1)c1ccccc1	32.2	?	-3.0%	-11.1%	5.1%	i	10.7%	4.6%	-0.7
CN=c1sc(C(=O)Nc2cccc(Cl)c2)cc(=O)n1C	-51.3*	-23.1%	-8.4%	-26.1%	13.2%	i	-3.9%	1.8%	-8.2
CCCCc1ccc(-c2csc(/C(C#N)=C\c3ccco3)n2)cc1	2.4	-11.1%	2.6%	59.8%[activator]	-16.9%	-11.6%	0.6%	1.4%	-3.0
CC1CC(C)CN(c2nc(N(C)c3ccccc3)nc(N)c2[N+](=O)[O-])C1 (stereo not drawn)	0.0	?	-14.8%	?	17.8µM*	-40.8%[inhibitor]	16.0%	27.1%	-1.7
COc1ccc(CN(C)C(=O)c2ccncc2)c(OC)c1	11.9	21.5%	-2.0%	6.9%	5.2%	i	-5.3%	1.0%	5.4
CC1CCN(S(=O)(=O)c2ccc3c(ccc(=O)n3CC(=O)Nc3ccc(C(C)C)cc3)c2)CC1	/	?	-11.4%	15.0%	2.8%	i	27.6%	-4.5%	-12.2
O=C(c1noc2c1CCCCC2)N1CCN(c2ccc(Cl)cc2)CC1	/	/	-3.9%	-13.3%	11.0%	-33.0%[inhibitor]	/	/	-3.8
CCOC(=O)N1CCN(CCC(=O)Nc2cccc(Cl)c2C)CC1	-26.2	-2.4%	0.6%	1.6%	-0.6%	-13.7%	-2.1%	-6.0%	-11.1

Only part of the results is shown. The share of hits here may be higher or lower than overall.
